CRFR2-BP antag – CRF-BP/CRF-R2 complex antagonism; HEK293 CRF-R2/CRF-BP, CRF-induced calcium fluorescence; inhibition, % at 11.8 µM; 350,000 tested, 0.59% active; AID 588475;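 active = inhibition of the ligand-induced calcium signal above about 50% at the single tested concentration, limit read from the data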
CHO-K1 Ca PAM – counter-screen for M1 PAMs: effect in parental CHO-K1 cells | ATP EC20, Fluo-8 calcium fluorescence; 0% at ATP EC20, 100% at ATP max | activation, % at 3 µM | 360,000 tested, 0.02% active;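 active = activation above the run cutoff, the mean activation of all test compounds plus 3 SD, cut at about 40% in these data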;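 note: peak over basal fluorescence ratio in a 140 s read after ATP addition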
CHRM5 agonist – agonists of human muscarinic M5 receptor (CHRM5); P08912; CHO-K1 hM5 cells, Fluo-8 calcium fluorescence; 0% DMSO wells, 100% maximal acetylcholine response; activation, % at 3 µM; 360,000 tested, 0.19% active; AID 624037;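 active = activation above the run's mean over test compounds plus 3 SD, cut at about 23% in these data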;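 note: signal is peak over basal fluorescence ratio across the kinetic read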
TAAR1 agonist – human TAAR1 agonism. Q96RJ0. activation, % at 3 µM. 360,000 tested, 0.99% active. CHO RD-HGA16 TAAR1, Fluo-8 calcium fluorescence; vehicle wells 0%, saturating PEA agonist 100%;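 active = activation above the mean activation of all test compounds in the run plus 3 SD, cut at about 38% in these data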
Target sequence (Q96RJ0 whole entry, looked up): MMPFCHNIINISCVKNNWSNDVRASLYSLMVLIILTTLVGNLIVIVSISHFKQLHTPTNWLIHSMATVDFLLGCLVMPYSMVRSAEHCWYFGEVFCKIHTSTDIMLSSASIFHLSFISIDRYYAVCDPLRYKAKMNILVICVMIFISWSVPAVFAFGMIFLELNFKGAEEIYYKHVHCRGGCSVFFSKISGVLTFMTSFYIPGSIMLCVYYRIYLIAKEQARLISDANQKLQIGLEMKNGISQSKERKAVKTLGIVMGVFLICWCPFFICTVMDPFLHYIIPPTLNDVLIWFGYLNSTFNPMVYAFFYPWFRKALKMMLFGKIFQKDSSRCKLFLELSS
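Repeats: no replicates (n 1) | Material: CHO-derived RD-HGA16 cells with stable Gα16 and human TAAR1 | Technique: Kinetic Fluo-8 calcium fluorescence | Schedule: 17-24 h seeding, 75 min 37 °C dye, 30 min RT | Evaluation: % activation from peak over basal fluorescence ratio, DMSO-to-PEA scaled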
CHRM5 PAM – positive allosteric modulators of human muscarinic M5 receptor | AID 624038 | 360,000 tested, 0.3% active | CHO-K1 hM5, Fluo-8 calcium, ACh EC20 PAM; 0% = ACh EC20, 100% = ACh EC100 | activation, % at 3 µM | P08912;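 active = activation above the run cutoff, the mean activation of all test compounds plus 3 SD, cut at about 18% in these data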
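System: CHO-K1 cell line with stable human muscarinic M5 receptor expression | Also added: EC20 acetylcholine as agonist stimulus | Compound: One concentration, 3 µM final (nominal) | Timing: Fluo-8 loading 80 min at 37 °C plus 30 min room temperature | Measured by: Fluo-8 calcium dye fluorescence, kinetic read | Read-out basis: % activation, ACh-normalized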
M5 antag – antagonists of human muscarinic M5 receptor (CHRM5); AID 624040; 360,000 tested, 0.59% active; P08912; inhibition, % at 3 µM; CHO-hM5 cells, Fluo-8 calcium fluorescence, ACh EC80;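 active = inhibition above a per-plate cutoff, the mean of that plate's test compounds plus 3 SD, cut at about 27% in these data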;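 note: 0% = acetylcholine EC80 with DMSO and 100% = DMSO without agonist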
TAAR1 antagonist – antagonists of human TAAR1 | Q96RJ0 | CHO RD-HGA16 TAAR1, Fluo-8 calcium fluorescence, antagonist | inhibition, % at 3 µM | 360,000 tested, 1.5% active | AID 624466;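 active = inhibition above a per-plate cutoff, the mean inhibition of test compounds on that plate plus 3 SD, cut at about 49% in these data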;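 note: 0% = DMSO plus EC80 beta-PEA response and 100% = DMSO alone without agonist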
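test system = CHO RD-HGA16 cells bearing hTAAR1 | replication = singlicate | controls = DMSO-only wells and EC80 β-PEA-stimulated wells | reagent = EC80 β-phenethylamine stimulus | read-out basis = percent inhibition of PEA-evoked calcium signal, max/basal emission ratio | schedule = seeding 17-24 h prior, 75-min 37 °C, 30-min RT dye loading | signal = kinetic Fluo-8 calcium fluorescence measurement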
CHRM4 PAM – positive allosteric modulators of human muscarinic M4 receptor | P08173 | CHO-K1 hM4/Gqi5, Fluo-8 calcium fluorescence, ACh EC20; 0% = ACh EC20, 100% = maximal ACh | activation, % at 3 µM | 360,000 tested, 0.4% active;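 active = activation above its plate's cutoff, the mean activation of sample wells plus 3 SD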; note: some results filed as inactive read as strong as hits
Target sequence (P08173 whole entry, looked up): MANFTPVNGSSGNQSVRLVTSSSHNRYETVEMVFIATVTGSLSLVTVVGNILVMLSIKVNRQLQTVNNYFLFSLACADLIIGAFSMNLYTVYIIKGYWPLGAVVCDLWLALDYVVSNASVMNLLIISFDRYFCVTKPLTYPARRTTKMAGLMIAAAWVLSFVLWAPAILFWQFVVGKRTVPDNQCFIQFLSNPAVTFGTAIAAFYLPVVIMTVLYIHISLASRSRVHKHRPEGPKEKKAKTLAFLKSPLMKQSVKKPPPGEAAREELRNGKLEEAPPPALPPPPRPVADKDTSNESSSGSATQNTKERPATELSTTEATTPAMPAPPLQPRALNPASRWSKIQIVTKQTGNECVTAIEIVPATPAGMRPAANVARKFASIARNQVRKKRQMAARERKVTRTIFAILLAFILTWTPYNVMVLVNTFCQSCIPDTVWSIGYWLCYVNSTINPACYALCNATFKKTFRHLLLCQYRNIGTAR
CRFBP-R2 agonist – agonists of human CRF-binding protein/CRF-R2 receptor complex | HEK293 CRF-R2/CRF-BP, calcium dye fluorescence (FLIPR); percent of saturating CRF peptide response | activation, % at 13.2 µM | 350,000 tested, 0.46% active | AID 588473;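 active = activation of at least 50%, plus an integration ratio under a set limit after plate pattern correction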;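 note: plate controls were neutral control wells without compound for no effect and CRF at EC100 for full effect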
An asterisk follows results filed as active; x = not tested or not shown.

structure,TAAR1 antagonist,CHRM5 agonist,CRFBP-R2 agonist,CRFR2-BP antag,M5 antag,TAAR1 agonist,CHRM4 PAM,CHO-K1 Ca PAM,CHRM5 PAM
Cc1cc(C)cc(C(=O)NC2CC(C)(C)NC(C)(C)C2)c1,-14.7,3.4,-1.2,7.8,9.2,0.6,4.5,3.7,1.1
CCCCCC(=O)NC(=S)Nc1ccc(Cl)cn1,-17.9,-9.0,1.3,-33.3,-8.2,-1.3,-2.0,14.3,-3.5
C[C@H]1NS(=O)(=O)c2cc(Cl)ccc2O[C@@H]1c1ccccc1,2.0,0.7,0.0,7.0,4.1,-1.2,-1.6,16.4,-9.4
Cc1ccc2[nH]c(=O)c(C(c3nnnn3C3CCCC3)N3CCCc4ccccc43)cc2c1 (stereo not given),-5.7,-7.9,-0.6,-6.9,0.1,5.4,2.8,15.8,-0.1
Cc1ccc(C)c(N2CCN(C(=O)CCc3nc(-c4ccccc4)no3)CC2)c1,41.3,2.0,-1.3,-3.5,1.9,3.2,3.3,-12.3,-3.7
Cc1[nH]c(-c2ccccn2)nc(=S)c1Cl,-5.2,-1.5,0.1,8.9,9.3,1.5,0.8,13.8,0.6
CCc1ccc(-c2cc(C(=O)NN3CCN(C)CC3)c3ccccc3n2)cc1,12.5,-1.2,0.0,-23.2,4.7,5.3,6.3,19.8,-6.3
O=C(Nc1ncc2c(n1)CC(c1ccco1)CC2=O)c1ccc(Cl)cc1 (stereo not given),-23.2,-1.3,-3.0,6.9,-6.6,3.5,13.2,6.5,0.0
CCc1ccc(OC(C)C(=O)N(Cc2ccco2)C2CCS(=O)(=O)C2)cc1 (stereo not given),-12.1,1.8,1.3,-21.7,-3.4,3.0,8.7,10.4,-0.8
O=C(Nc1ccc(F)cc1)C(Sc1nc2ccccc2[nH]1)c1ccccc1 (stereo not given),17.4,1.4,1.9,-8.7,14.8,3.1,-3.5,15.3,-12.2
CCOc1ccc(C(C)=O)cc1Cn1nc(C(=O)O)c2ccccc2c1=O,15.3,1.9,-2.0,-69.9,0.7,1.5,-13.9,-3.5,-10.5
CCOC(=O)N1CCN(C(=O)C(C)SCc2ccccc2)CC1 (stereo not given),-24.9,3.1,0.9,8.6,-0.1,10.2,-3.7,11.6,1.0
Cc1ccc2c(c1)N(CC(=O)NCc1ccco1)C(=O)C(C(C)C)O2 (stereo not given),-0.8,-3.0,0.9,-1.9,7.3,1.4,2.4,21.8,-1.3
Cc1cc(C)cc(Oc2ncnc3c2ncn3Cc2c(Cl)cccc2Cl)c1,-3.4,-2.3,0.2,-26.4,-0.7,9.4,6.2,-15.8,-6.3
CCOC(=O)c1ccccc1NC(=O)C1CC(=O)N(c2ccccc2)C1 (stereo not given),1.8,-0.5,-1.3,3.8,17.8,7.9,-3.8,-7.3,-8.4
COc1ccc(CCNc2nc(C)nc3c2nnn3Cc2ccccc2)cc1,-21.2,1.0,3.1,2.4,1.2,2.1,2.9,0.2,2.5
O=C(O)c1ccc(CSc2nnc(-c3ccccc3)n2-c2ccccc2)cc1,-22.8,-4.0,-0.5,5.2,4.8,1.3,-4.7,16.9,0.6
CC(CN1CCOCC1)OC(=O)c1ccc(Br)cc1 (stereo not given),9.4,1.2,-1.2,-5.4,-5.2,6.3,7.7,16.9,2.6
N#CCCn1cc(/C=N/O)c(-c2ccccc2)n1,-1.9,2.0,1.4,-17.2,-8.0,7.4,19.2,9.8,9.5
COc1ccc(-c2csc(C(NC(C)=O)c3cccc(OC)c3)n2)cc1 (stereo not given),-2.2,1.9,x,x,-2.8,7.5,5.5,8.4,-4.0
Fc1ccc(NCc2nnc3n2CCCCC3)cc1,-30.9,2.2,-6.0,1.9,5.7,3.0,-1.7,19.3,3.7
O=C(c1ccc(Cn2cc(Br)cn2)cc1)N1N=C(C(F)F)CC1(O)C(F)F (stereo not given),18.6,-1.9,13.8,-59.7,3.3,28.6,-10.3,29.4,-4.3
Cn1nc(-c2ccccc2)c(CO)c1Oc1ccc(F)cc1,3.8,-0.9,-4.5,13.3,-2.8,-0.5,0.1,1.7,-3.3
COc1cc2c(cc1OC)C(c1ccc3c(c1)Cc1ccccc1-3)OC(=O)C2 (stereo not given),7.6,-0.2,x,x,3.9,1.6,-6.0,17.2,-4.2
CCOc1ccccc1NC(=O)c1sc2nc(C)nc(N3CCOCC3)c2c1C,-5.8,-3.5,0.6,3.9,6.6,2.6,-2.2,15.4,-1.1
CC(=O)c1ccc(S(=O)(=O)NCCC(=O)OC(C)C(=O)Nc2ccc(F)cc2)cc1 (stereo not given),-15.1,1.5,-0.6,-0.3,5.0,1.4,-9.7,-7.0,-2.3
CN1CCN(c2ccc(NC(=O)c3ccc4c(c3)OCCO4)cc2Cl)CC1,-11.1,-14.2,0.6,14.0,4.1,10.8,7.8,7.4,6.9
CC(=O)Nc1ccc(S(=O)(=O)Nc2cccc(-n3cnnn3)c2)cc1,3.5,0.9,0.1,1.1,4.1,0.1,-5.2,8.6,-1.3
Cc1cc(C)cc(C(=O)NC(CC(N)=O)c2ccc(NCCN3CCCC3)c([N+](=O)[O-])c2)c1 (stereo not given),7.8,-1.1,-1.5,3.2,-1.1,-0.4,6.6,11.8,5.8
Cc1cc(C)cc(Nc2ncnc3nc[nH]c23)c1,10.6,-2.6,-3.0,7.0,7.6,-2.2,5.1,7.2,0.3
Cc1cc(NC(=O)CSc2nc(C3CCCCC3)nc3ccccc23)no1,-14.5,-7.1,2.0,-7.5,-0.2,7.1,-3.0,14.5,-0.2
CC(C)C(NS(=O)(=O)c1cccs1)C(=O)NCc1ccccc1 (stereo not given),-1.6,-2.8,-1.3,13.5,7.2,-2.0,-2.8,10.3,1.8
O=C(NC(=S)NCc1ccccc1)c1ccccc1,-7.2,-6.5,1.3,26.8,-0.3,0.1,4.3,-10.8,-2.8
O=C(CC(c1ccccc1)c1ccccc1O)N1CCCC1 (stereo not given),-2.0,-7.4,1.0,-12.5,-1.1,7.3,11.9,14.7,4.3
Cc1ccc(CC(CC(=O)O)C(=O)Nc2ccc(Cl)cc2)cc1 (stereo not given),5.9,-0.6,-0.2,-2.3,3.1,2.1,2.0,26.7,4.5
CCCCOC(=O)CCCc1ccc([N+](=O)[O-])cc1[N+](=O)[O-],14.4,-4.9,-2.4,0.9,-6.8,-2.6,-6.9,13.7,4.3
COc1ccc(C(C(=O)NC2CCCC2)N(C(=O)c2ccco2)c2ccccc2C(C)=O)cc1OC (stereo not given),-6.2,-2.2,-0.9,-3.9,-4.6,1.8,-0.2,-8.2,2.0
COc1ccccc1N1CCN(c2nc3ccccn3c(=O)c2C=O)CC1,22.4,2.8,0.1,-6.5,12.1,9.0,8.8,19.0,-2.0
C[C@@H](C(=O)Nc1ccc2ccccc2c1)[C@H]1C[C@]1(C)[C@H](NC(=O)c1cccnc1)c1ccccc1,45.5,x,1.5,-6.0,x,23.1,x,x,x
COc1ccc(-n2c(C)cc(/C=N/Nc3nc(N4CCOCC4)nc(N4CCOCC4)n3)c2C)cc1,50.2*,2.3,-5.2,1.7,9.2,13.6,-4.8,9.5,-9.1
O=C(CNCCc1ccccc1)N1CCc2ccccc2C1,27.2,-10.0,-6.9,5.7,8.9,81.0*,-8.6,0.0,-1.4
CCC(=O)N1CCN(c2ccc(NC(=S)NC(=O)c3cccc([N+](=O)[O-])c3)cc2)CC1,30.0,5.1,-3.4,11.7,-0.1,9.3,-0.7,9.0,-1.1
C[C@H](CO)N1C[C@H](C)[C@@H](CN(C)S(=O)(=O)c2cn(C)cn2)Oc2cc(Br)ccc2S1(=O)=O,-5.5,0.0,1.4,16.5,-5.7,4.0,7.5,9.1,8.1
O=C(COC(=O)c1ccccc1Nc1ccccc1)NCc1ccccc1,-10.0,0.9,3.2,0.6,-0.6,-1.0,7.9,15.9,0.7
COc1ccccc1CNC(=O)CS(=O)(=O)c1ccc(C)cc1,3.9,-0.7,-0.3,4.2,-11.5,0.8,-4.2,-8.5,4.3
COCCCNC(=O)C1CCCN(S(=O)(=O)c2ccc(C)cc2)C1 (stereo not given),1.7,-0.8,-1.6,9.9,3.1,6.9,7.4,-1.3,-3.3
CN(C)S(=O)(=O)c1cccc(NC(=O)COC(=O)c2cc(=O)[nH]c(=O)[nH]2)c1,-12.5,-1.7,-2.5,10.2,1.4,0.0,1.1,25.6,1.9

Entries of single compounds, quoted from the list.
Profile of Cc1ccc(C)c(N2CCN(C(=O)CCc3nc(-c4ccccc4)no3)CC2)c1 → TAAR1 antagonist: 41.3; CHRM5 agonist: 2.0; CRFBP-R2 agonist: -1.3; CRFR2-BP antag: -3.5; M5 antag: 1.9; TAAR1 agonist: 3.2; CHRM4 PAM: 3.3; CHO-K1 Ca PAM: -12.3; CHRM5 PAM: -3.7
Profile of Cn1nc(-c2ccccc2)c(CO)c1Oc1ccc(F)cc1 → TAAR1 antagonist: 3.8; CHRM5 agonist: -0.9; CRFBP-R2 agonist: -4.5; CRFR2-BP antag: 13.3; M5 antag: -2.8; TAAR1 agonist: -0.5; CHRM4 PAM: 0.1; CHO-K1 Ca PAM: 1.7; CHRM5 PAM: -3.3

Compound activity as filed in PubChem BioAssay.
